D2 antag – D2 dopamine receptor (human) antagonism; HEK293 TREx D2 cells, calcium flux, dopamine EC80; 340,000 tested, 2% active; inhibition, % at 10 µM; in the data active = inhibition above about 30%; also: 0% is about no effect
Target sequence (P14416 whole entry, looked up): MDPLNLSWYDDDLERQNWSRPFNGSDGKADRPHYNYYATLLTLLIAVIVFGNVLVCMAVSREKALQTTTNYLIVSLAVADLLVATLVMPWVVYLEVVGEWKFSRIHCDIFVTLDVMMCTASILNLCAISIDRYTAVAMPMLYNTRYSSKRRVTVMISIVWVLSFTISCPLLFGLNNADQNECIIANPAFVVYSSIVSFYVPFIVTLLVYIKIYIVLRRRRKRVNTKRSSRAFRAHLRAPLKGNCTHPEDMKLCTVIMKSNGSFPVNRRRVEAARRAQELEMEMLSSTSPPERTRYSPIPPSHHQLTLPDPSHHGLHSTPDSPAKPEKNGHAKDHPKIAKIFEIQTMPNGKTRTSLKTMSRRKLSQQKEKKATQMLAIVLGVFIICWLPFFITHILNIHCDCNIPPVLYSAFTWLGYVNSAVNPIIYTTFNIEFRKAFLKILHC
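Overnight-induced (tetracycline, 30 C) HEK293 T-REx cells carrying force-coupled D2 receive a no-wash calcium dye, then compound, then EC80 dopamine at 180 s; signals are read kinetically throughout.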
LDHA inh – blocks human lactate dehydrogenase A. P00338. purified LDHA, NADH/diaphorase-resazurin fluorescence; active compounds read low. activity change, % (values are at about 110 or 230 µM). 480,000 tested, 0.15% active. AID 1347041; in the data active = activity change below about -30%; inconclusive = mostly about -25% to -30%;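 also: plate controls were DMSO wells for no effect and wells without enzyme for full effect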
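Human LDH5 at 2 nM final in Tris HCl pH 7.4 with 0.06 mM NADH and 0.2 mM pyruvate, reacted 5 minutes at room temperature. Remaining NADH coupled via diaphorase/resazurin; resorufin fluorescence read at 0 and 20 minutes, normalized to enzyme-free and DMSO wells.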
Vif-A3G inh – Vif-A3G binding inhibition; Q9HC16; 410,000 tested, 0.076% active; HeLa A3G-eYFP + Vif (tagged APOBEC3G with the HIV-1 protein that degrades it), YFP fluorescence, overnight; Potency, µM (doses to about 46.1 µM), for the others: at the top dose activity, negative = active, hits mostly inhibitors;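 also: potency is read from the fitted curve at half-maximal effect; % is scaled to controls: 0 for no effect and ±100 for the full control effect; nearly all actives have a fitted effect of over 60% in size; hits raise eYFP signal because A3G escapes Vif-driven loss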
Target sequence (Q9HC16 whole entry, looked up): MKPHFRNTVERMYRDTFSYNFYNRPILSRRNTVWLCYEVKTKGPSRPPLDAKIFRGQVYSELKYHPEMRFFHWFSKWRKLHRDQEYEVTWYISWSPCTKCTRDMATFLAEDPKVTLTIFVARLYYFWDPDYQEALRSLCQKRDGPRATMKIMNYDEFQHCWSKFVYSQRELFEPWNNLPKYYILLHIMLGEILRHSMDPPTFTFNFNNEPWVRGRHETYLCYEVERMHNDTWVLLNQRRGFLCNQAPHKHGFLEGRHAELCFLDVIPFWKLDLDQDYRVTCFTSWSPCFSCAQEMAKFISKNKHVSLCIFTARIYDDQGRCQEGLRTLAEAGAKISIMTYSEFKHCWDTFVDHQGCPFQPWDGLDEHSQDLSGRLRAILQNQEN
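HeLa cells stably expressing Vif and C-terminally eYFP-tagged A3G, seeded overnight at 37 deg C, then exposed to compound by pintool overnight at 37 deg C. Rise in yellow fluorescence (Ex 488/Em 500-530, Acumen) marks blocked Vif-driven A3G degradation.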
GRP78 ERSR act – ER stress response induction in glioma; U87-MG GRP78 promoter luciferase reporter, 16 h; Potency, µM, without a hit: at the highest dose activation, usual class: activators; 420,000 tested, 0.02% active; AID 602332; also: potency is read from the fitted curve at half-maximal effect; series mostly up to about 76 µM; % of control where 0% means no effect; nearly all actives have a fitted effect of over 35% in size
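Stably transfected U87-MG human glioma cells carrying a GRP78-based luminescent sensor were seeded at 1000 cells/well, pin-dosed with compounds and incubated 16 h. Luciferase reagent was then added, and end-point luminescence was read after 10 min at room temperature.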
RGS4 inh – inhibitors of human regulator of G protein signaling 4; P49798; Transcreener GDP fluorescence polarization, RGS4-accelerated GTP hydrolysis; Potency, µM (highest dose often 114 µM), for inactives: top-dose activity change, negative = inhibition, usual class: inhibitors; 390,000 tested, 0.039% active; AID 504845; also: potency is read from the fitted curve at half-maximal effect; % is scaled to controls: 0 for no effect and ±100 for the full control effect; nearly all actives have a fitted effect of over 75% in size; some results filed as inactive show a strong effect at the top dose
Target sequence (P49798 whole entry, looked up): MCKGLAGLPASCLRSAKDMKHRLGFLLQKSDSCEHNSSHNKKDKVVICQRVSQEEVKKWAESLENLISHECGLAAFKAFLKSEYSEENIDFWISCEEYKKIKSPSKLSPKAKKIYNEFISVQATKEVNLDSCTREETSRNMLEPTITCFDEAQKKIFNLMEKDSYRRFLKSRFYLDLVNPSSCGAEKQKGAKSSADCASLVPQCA
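MLSMR compounds (23 nl, pin-transferred) preincubated 10 min at room temperature with a 500nM (2x) first reagent, then RGS4 at 900nM (2x) plus Transcreener GDP mix added; fluorescence polarization (620/688 nm) read before and after 90 min at 30 °C.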
D2 ag – D2 dopamine receptor (human) agonism; P14416; 340,000 tested, 0.53% active; HEK293 T-REx D2 cells, calcium flux agonist mode; activation, % at 2 µM;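 active = activation over 3 SD above normal in the single-dose calcium agonist read, cut at about 30% in these data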; also: 0% is about no effect
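Agonism scored from kinetic calcium signal (1 read/sec, 180 s) following compound pin transfer, after a 10 s baseline. Cells: HEK293 Trex line expressing inducible D2 receptor coupled to calcium, dye-loaded after overnight culture at 30 C.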
ALOX12 inh – blocks human arachidonate 12S-lipoxygenase; purified 12hLO, xylenol orange hydroperoxide absorbance; 580,000 tested, 1.1% active; Potency, µM (series often up to 108 µM), for the others: at the top dose activity change, negative = inhibition, hits mostly inhibitors; P18054; also: potency is read from the fitted curve at half-maximal effect; % is scaled to controls: 0 for no effect and ±100 for the full control effect
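Hydroperoxide product was detected by ferrous iron/xylenol orange as the 573 to 405 nm absorbance ratio. Arachidonic acid at 40 uM (final) was turned over for 30 min at room temperature by 150 nM human 12hLO, pH 7.0 Hepes buffer, after 15 min compound preincubation.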
Vif-APOBEC3F blk – Vif-A3F binding inhibition | AID 602313 | Potency, µM (series often up to 46.1 µM), for the others: at the highest dose activity, negative = active | 390,000 tested, 0.2% active | HeLa A3F-eYFP + Vif (tagged APOBEC3F with the HIV-1 protein that degrades it), YFP fluorescence increase; also: potency is read from the fitted curve at half-maximal effect; % of control where 0% means no effect; nearly all actives have a fitted effect of over 65% in size
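Fluorescence increase (Ex 488/Em 500-530) after overnight compound treatment at 37 deg C flags inhibition of Vif-driven A3F-eYFP loss in stable HeLa A3F-eYFP/Vif cells seeded overnight beforehand.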
ERG-DNA inh – ERG Ets/DNA interaction inhibition; P11308; fluorescence polarization, His-ERG Ets domain / labelled DNA; Potency, µM (doses to about 76.9 µM), for the others: at the top dose FP activity, negative = inhibition, usual class: inhibitors; 370,000 tested, 0.028% active; AID 624246; active = well fitted inhibition curve with a large enough effect in the polarisation, with a control signal flat; inconclusive = small, poorly fitted or top-dose-only effect, or effect the other way, or a change in a side signal; inactive = no such curve, though single readings can be large or run the other way; the % refers to the polarisation;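 also: polarization taken with two DNA probes labelled with fluorescein and Texas red; potency is read from the fitted curve at half-maximal effect; % of control where 0% means no effect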
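His-tagged ERG Ets domain (1 uM in the protein solution; 300mM KCl, 50mM Tris-HCl, 1mM EDTA, 1mM DTT, pH 7.5) received compound, then a probe mix of 5 nM fluorescein-DNA and 100nM Texas-615-DNA. Fluorescence polarization was read for both dyes.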
Active calls of the source: *; ? = inconclusive; nt = no result given; & = joins results of further samples; [ ] = another dose, or the depositor's remark. Unless noted, calls follow the shape of the dose curve; as a rule, active = well fitted curve in the direction sought with a large enough effect; inconclusive = small, poorly fitted or top-dose-only effect, or another doubt; inactive = no such curve, though single readings can be large; an effect the other way counts as inactive or inconclusive. An excerpt (hit frequency here may not be typical).

Molecule	D2 antag	LDHA inh	Vif-A3G inh	GRP78 ERSR act	RGS4 inh	D2 ag	ALOX12 inh	Vif-APOBEC3F blk	ERG-DNA inh
NC(=O)CSc1nnc(-c2cnccn2)n1-c1ccccc1	-20	1	-1%	-5%	10%	0.5	2%	nt	-5%
COc1ccc(Nc2nc(C)cc(C)c2C(N)=O)c(OC)c1	-23	0	-1%	-6%	21%	-0.2	4%	-3%	nt
CCOC(=O)c1ccc(NC(=O)CSc2nnc(CNC(=O)c3ccc(OC)cc3)n2CC)cc1	nt	-2	-4%	-1%	-3%	0.0	-6%	-16%	-4%
O=C(Nc1ccc2oc(-c3ccc(O)c(Br)c3)nc2c1)c1cc2ccccc2o1	nt	3	0%	1%	5%	1.5	-11%	-14%	-19%
C=CCn1c(SCC(=O)NCc2ccccc2)nnc1-c1cc(Br)ccc1O	-2	8	-1%	-4%	1%	0.3	0%	-2%	2%
Cc1ccc(C(=O)/C=C/c2cn(CC(O)CN3CCOCC3)c3ccccc23)cc1 (stereo not drawn)	nt	1	-15%	3%	-48%	nt	?	-18%	0%
O=C(COc1ccc(S(=O)(=O)N2CCOCC2)cc1)NC1CC1	6	-14	-6%	-3%	10%	1.5	5%	13%	-3%
CCOC(=O)N1CCN(c2nc(-c3cccc(OC)c3)cc(C(F)(F)F)n2)CC1	0	3	0%	-5%	?	0.1	0%	nt	2%
COc1ccc(C(=O)NCCS(=O)(=O)NCc2ccco2)cc1	6	1	2%	-6%	?	0.7	3%	-20%	-6%
CN(C)c1nc(N/N=C\c2ccc(Cl)c([N+](=O)[O-])c2)nc(Nc2ccc(F)cc2)n1	nt	-3	-9%	9%	-20%	nt	-5%	-4%	-9%
COCC(=O)N1CCC(Oc2ccc(C(=O)N(C)C3CCCCC3)cc2)CC1	3	-2	1%	4%	13%	1.4	-2%	-1%	11%
COc1ccc(CCNS(=O)(=O)c2ccc(OC)c(OC)c2)cc1OC	4	-3	3%	-2%	27%	-0.6	150%[activator]	1%	-10%
COc1ccc(NC(=O)C2C3C=CC4(O3)C2C(=O)N(CCN2CCCCC2)C4C(=O)NC2CCCC(C)C2C)cc1 (stereo not drawn)	-2	3	-6%	0%	6%	-2.5	8%	1%	9%
Cc1ccc(NC(=O)c2cc(-c3ccccc3)n[nH]2)cc1	2	-4	-11%	6%	-15%	0.7	?	0%	-8%
COc1cc(Cn2cnnn2)ccc1O	20	-7	2%	-2%	-7%	-0.3	-11%	-6%	6%
CCCCCCC(=O)N1CCC(c2nc3c(nnn3Cc3ccccc3Cl)c(=O)[nH]2)CC1	28	5	1%	-3%	-9%	0.2	?	-1%	-5%
CC(=O)c1ccc(NC(=S)NCCCn2ccnc2)cc1	2	-3	1%	-1%	10%	-1.3	?	-10%	1%
COc1ccc2c(=O)c(-c3ccc(OC)c(OC)c3)coc2c1	-1	-3&-3	0%	1%	-26%	-0.3	-1%&9%	-5%	-6%
Cc1ccc(OC[C@H](O)[C@H](C)NC(C)C)c2c1CCC2	2	-10	2%	-4%&-4%	-46%	-0.5	-11%&0%	12%	0%
CC1Cc2ccccc2N1C(=S)NC(=O)c1cccc(Br)c1 (stereo not drawn)	3	-2	-5%	-5%	-54%	0.6	?	-7%	-2%
COc1ccc(CCNC(=O)c2cc(=O)c3c(C)cc(C)cc3o2)cc1OC	nt	-21&-4	2%	0%	-16%	-0.7	12%&-4%	-5%	-8%
Cc1ccccc1NC(=O)COC(=O)c1cc(S(=O)(=O)N2CCOCC2)ccc1C	11	2	-7%	-6%	1%	0.4	0%	-6%	4%
Cc1cccc(NNC(=O)c2c(F)cccc2Cl)c1	-36	-2	0%	10%	5%	0.1	1%	-22%	-7%
Cc1ccc2nc(SCC(=O)NCc3ccco3)[nH]c2c1	7	-4	0%	-2%	-6%	-0.8	-17%	-15%	-4%
CCOC(=O)CNC(=O)c1nn(-c2cccc(OC)c2)c(=O)c2ccccc12	8	-5	1%	-7%	0%	-1.2	-30%	0%	0%
Cc1cccc(C(=O)NCCNC(=O)c2cccc(C)c2)c1	-1	4	-2%	-1%	-23%	-0.2	3%	0%	13%
CC(C)c1ccc(Nc2nnns2)cc1	12	-8	1%	3%	?	-0.3	?	4%	21%
CC(=O)c1ccc(NC(=O)Cn2c(=O)cc(C)c3c(C)nn(-c4cccc(F)c4)c32)cc1	nt	-1	-1%	-3%	2%	0.4	-23%	-3%	-3%
Cc1ccc(NC(=O)c2cc(N(C)C)ccc2[P+](=O)O)cc1	2	-3	4%	3%	22%	-0.6	?	-8%	nt
COc1ccccc1N1CCN(C(=S)Nc2ccc(F)cc2)CC1	-11	-3	1%	-1%	-11%	1.1	3%	2%	-7%
O=C(Cc1cccs1)Nc1nc(-c2ccccc2)cs1	-4	-11	-6%	7%	10%	0.1	-5%	0%	-4%
COc1ccc(NC(=O)c2cccc(NC3=NC4CS(=O)(=O)CC4S3)c2)cc1Cl (stereo not drawn)	3	0	7%	3%	10%	0.0	-4%[57.4 µM]	-16%	-3%
O=C(COC(=O)c1cccs1)NC12CC3CC(CC(C3)C1)C2	16	-12	2%	-2%	0%	0.9	-1%	16%	1%
O=C(O)CCNc1nc(-c2ccccc2)nc2ccccc12	18	-13	-4%	-4%	?	0.0	110%[activator]	-5%	1%
O=S(=O)(N1CCOCC1)N1CCN(c2ccccc2F)CC1	2	-6	0%	-4%	13%	0.4	17%	7%	nt
O=C(C1CCC(Cn2c(=O)c3sccc3n(Cc3ccc(F)cc3)c2=O)CC1)N1CCOCC1 (stereo not drawn)	nt	-3	1%	-3%	-21%	0.6	-7%	-4%	-2%
Cc1ccc([C@H]2N[C@]3(CCCN(Cc4ccccc4)C3=O)[C@H]3C(=O)N(Cc4ccccc4)C(=O)[C@@H]23)cc1	nt	-2	1%	-3%	nt	nt	-21%	-24%	nt
CC1(C)CC(=O)C=C(NC2CCCCCCC2)C1	2	2	0%	-5%	18%	-0.5	4%	-3%	6%
CCCOc1ccc(NC(=O)C2CC(=O)N3CCCN=C3S2)cc1 (stereo not drawn)	-10	-1	1%	-3%	-9%	0.1	8%	-1%	6%
O=C(Cn1nc(C(F)F)cc1C1CC1)NCCC1=CCCCC1	-7	-3	-1%	-5%	-11%	-0.4	10%	2%	nt
CCn1c(=O)c2cc(C(=O)NCCc3ccc(Cl)cc3)sc2c2ccccc21	nt	-2	2%	-3%	18%	0.7	-21%	9%	3%
Cc1sc2nc(SCC(=O)NCCOCCO)nc(N)c2c1C	9	-5	0%	-3%	-1%	-0.2	?	1%	12%
COc1ccc(Br)cc1C(=O)Nc1ccc(-c2nc3cc(Cl)ccc3o2)cc1	nt	-5	-1%	1%	14%	-0.4	-13%	7%	-9%
Cc1cc(CN2CCC(n3nccc3NC(=O)c3ccccc3C)CC2)n[nH]1	10	-6	1%	0%	33%	-0.3	2%	-1%	-1%
Cc1ccc(S(=O)(=O)c2nnn3c2nc(N2CCC(C)CC2)c2cc(Cl)ccc23)cc1C	nt	-13	1%	-2%	18%	0.5	1%	0%	0%
CC(O)(c1ccc(F)c(F)c1)c1nc(-c2cccc(C#N)c2)cs1 (stereo not drawn)	nt	-3	-5%	1%	nt	nt	?	nt	nt
COc1ccccc1C(C#N)N1N=C(C)CC1c1ccccc1 (stereo not drawn)	-13	-11	3%	-2%	-9%	-0.3	15%	-2%	-6%
COc1ccc(N2CCN(c3ncnc4scc(-c5ccccc5)c34)CC2)cc1	nt	-3	1%	-3%	4%	nt	-5%	-5%	-3%
COc1ccccc1N1CCN(/N=C/c2ccc(OC)c(OC)c2OC)CC1	9	1	-1%	7%	-16%	0.1	0%	-10%	2%
O=C(Cc1ccc([N+](=O)[O-])cc1)OCc1c(F)cccc1Cl	1	-8	4%	1%	3%	-0.8	0%	-4%	-8%
O=C(Nc1ccc(S(=O)(=O)NC2=NCCCCC2)cc1)c1cc(F)c(F)cc1Cl	0	-1	1%	-4%	10%	-0.7	-21%	-8%	-2%
Cc1ccccc1NS(=O)(=O)c1ccc(C(=O)NCC2(N3CCOCC3)CCCCC2)cc1	nt	-4	-2%	-4%	-6%	nt	-4%	-3%	-1%
CCC(C)NCCCOc1c(C)cc(C)cc1Br (stereo not drawn)	30	-17	2%	-5%	22%	-0.9	?	-11%	-5%
Cc1ccc(C(=O)NC(=O)CSc2nnc(C)s2)cc1	-5	-1	2%	-4%	2%	0.4	11%	12%	1%
CC(=O)Oc1ccc(-c2cc3c(OC(C)=O)cc(OC(C)=O)cc3oc2=O)cc1	nt	8	-3%	2%	-2%	nt	32%[activator]	2%	11%
COc1ccc(OC)c(NC(=O)c2cc3c(cc2Cl)N2CCCCCC2=NS3(=O)=O)c1	nt	-3	-7%	-5%	-9%	nt	?	10%	-16%
CC1CCN(S(=O)(=O)c2ccc3c(c2)oc(=O)n3CC(=O)N2CCCCC2)CC1	nt	-5	1%	-1%	8%	2.1	2%	-4%	0%
O=C(NCc1ccco1)c1nc2c(nnn2Cc2ccccc2Cl)c(=O)[nH]1	7	2	-6%	-3%	-15%	0.3	10%	-5%	nt

Assay outcomes: PubChem BioAssay, National Center for Advancing Translational Sciences (NCATS)
